# Bioassay records (PubChem BioAssay)
# Shiga inhibitor = Shiga toxin inhibition | Vero cells, Shiga toxin protein synthesis inhibition reporter | inhibition, % at 38.7 µM | 290,000 compounds, 9.2% hits | AID 2315; in the data active means inhibition mostly above about 28%, no sharp cut-off; inactive means mostly below about 43%; further: 0% is about no effect
# Pf growth 48h = P. falciparum growth inhibition at 48 hours (one generation); 310,000 compounds, 5.9% hits; P. falciparum luciferase growth in erythrocytes, 48 h; Potency, µM (highest dose often 28.7 µM), inactives show at the highest dose activity change, negative = inhibition, hits mostly inhibitors; further: potency means the concentration at half of the fitted maximal effect; on the % scale 0 is the no-effect control and ±100 the full control effect
#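 Cell-based growth assay: transgenic P. falciparum expressing firefly luciferase, cultured in red cells within RPMI 1640 containing 0.5% w/v Albumax, 24 mM bicarbonate and gentamycin. A drop in luciferase activity indicates inhibition.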
# Sm TGR block = inhibitors of Schistosoma mansoni thioredoxin glutathione reductase; purified TGR, DTNB reduction, TNB absorbance 405 nm; Potency, µM (doses to about 114 µM), for inactives: at the highest dose activity change, negative = inhibition, most hits filed as inhibitors; 360,000 compounds, 3% hits; AID 485364; further: potency means the concentration at half of the fitted maximal effect; on the % scale 0 is the no-effect control and ±100 the full control effect; nearly all actives have a fitted effect of over 60% in size
#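 First, TGR (20 nM dispensed) and NADPH were mixed with compound. Second, a 15 min room-temperature incubation followed. Third, further NADPH and then DTNB were added to start the reaction. Finally, TNB absorbance was monitored kinetically.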
# Pf growth 96h = P. falciparum growth inhibition at 96 hour, primary screen for plastid delayed-death inhibitors; P. falciparum luciferase reporter growth, 96 h; Potency, µM (titrated, usually from 28.7 µM), without a hit: at the top dose activity change, negative = inhibition, actives largely listed as inhibitors; 320,000 compounds, 6.9% hits; AID 504834; further: potency means the concentration at half of the fitted maximal effect; on the % scale 0 is the no-effect control and ±100 the full control effect
#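 Erythrocytes infected with luciferase-expressing P. falciparum were dispensed at 2% hematocrit and 0.05% parasitemia (final), then incubated with compounds 96 hours at 37 C in 5% CO2. Luminescence after detection reagent addition reported growth.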
# CHX counter = counter-screen hit for Shiga toxin inhibitors, cycloheximide; max response, %; cell reporter, cycloheximide protein synthesis inhibition counterscreen; 300,000 compounds, 12% hits; AID 2314; in the data active means max response mostly above about 13%, no sharp cut-off; inactive means mostly below about 14%; further: read at 38.3 µM for the half of the compounds with a filed dose; 0% is about no effect
# Giardia FBPA inh = Giardia lamblia aldolase inhibition | A8B2U2 | purified Giardia FBPA | Potency, µM (top dose mostly 59.6 µM), inactives show at the top dose activity, negative = inhibition, usual class: inhibitors | 290,000 compounds, 0.71% hits | AID 2451; further: potency means the concentration at half of the fitted maximal effect; on the % scale 0 is the no-effect control and ±100 the full control effect; nearly all actives have a fitted effect of over 55% in size
# Target sequence (A8B2U2 whole entry, looked up): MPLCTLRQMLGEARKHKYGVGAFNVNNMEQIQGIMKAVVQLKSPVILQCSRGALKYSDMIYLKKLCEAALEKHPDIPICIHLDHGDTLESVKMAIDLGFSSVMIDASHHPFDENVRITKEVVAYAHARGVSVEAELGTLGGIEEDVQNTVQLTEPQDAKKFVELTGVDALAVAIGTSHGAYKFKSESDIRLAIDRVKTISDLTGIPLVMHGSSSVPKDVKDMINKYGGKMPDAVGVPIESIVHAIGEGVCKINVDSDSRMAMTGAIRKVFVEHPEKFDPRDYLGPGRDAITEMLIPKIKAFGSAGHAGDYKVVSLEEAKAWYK
#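 Giardia FBPA (40 nM reagent) was preincubated 10 min at RT with compound (up to 57.5 uM final), then substrate plus GAPDH/TPI/NAD/arsenate coupling system with diaphorase/resazurin was added; resorufin fluorescence (525/598 nm) was read after 20 min.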
# * marks the source's active call; other numbers are inactive results; i = inactive; ? = inconclusive; nt = not tested or not shown; [ ] = dose if it differs, or a comment. Unless noted, the call rests on the fitted dose curve; in most records, active means well fitted curve in the direction sought with a large enough effect; inconclusive means small, poorly fitted or top-dose-only effect, or another doubt; inactive means no such curve, though single readings can be large; an effect the other way counts as inactive or inconclusive.
item	SMILES	Shiga inhibitor	Pf growth 48h	Sm TGR block	Pf growth 96h	CHX counter	Giardia FBPA inh
1	NC(=O)c1nsc(C(=O)N(c2ccc3c(c2)OCCO3)C(C(=O)NCC2CCCO2)c2ccc(F)cc2)c1N (stereo unspecified)	64*	?	11%	-3%	28*	-9%
2	CC1(C(=O)NC2CCCC2)CCC(=O)N1Cc1ccccc1 (stereo unspecified)	-9	11%	1%	?	-1	0%
3	CC(C(=O)NCC1CCCO1)N1C(=O)C2C3CC(C(Br)C3Br)C2C1=O (stereo unspecified)	-7	15%	4%	11%	-2	1%
4	CCCOC(=O)/C(C(N)=NCc1ccccc1)=C(\O)OCCC	-3	-4%	0%	-15%	-1	-10%
5	Cc1cnc(C(=O)OCC(=O)c2ccc[nH]2)cn1	nt	?	-7%	25%	nt	nt
6	O=C(CC(NS(=O)(=O)c1ccc(Cl)cc1)c1ccco1)NC1CCCC1 (stereo unspecified)	-7	-16%	0%	0%	-3	1%
7	Cc1cc(/C=C(\C#N)C(=O)NCc2ccccc2)cc(C)c1O	-4	?	3%	-1%	-3	nt
8	CC1=NN(C(=O)CCc2ccc3c(c2)OCO3)C(O)(C(F)(F)F)C1 (stereo unspecified)	29	10%	nt	?	6	-3%
9	O=C(CSc1nnc(NC(=O)c2c(F)cccc2F)s1)NCC1CCCO1 (stereo unspecified)	nt	10%	-1%	1%	nt	nt
10	CCN1C(=O)[C@H]2[C@@H](c3ccc(-c4ccc(F)cc4)c(OC)c3)N[C@@](CC(C)C)(C(=O)OC)[C@H]2C1=O	nt	2.3µM*	40µM*	2.6µM*	nt	nt
11	CN(Cc1nccn1C)C(=O)c1ccc(OC2CCN(CCc3ccccc3)CC2)cc1	-21	-5%	-2%	?	5	nt
12	Cc1ccsc1C(=O)OCC(=O)c1cc(C)n(CC2CCCO2)c1C (stereo unspecified)	17	106%[activator]	-18%	252%[activator]	11	-2%
13	NN/C(=C\[N+](=O)[O-])Nc1ccccc1	40	?	22µM*	75%[activator]	13	-25%
14	COc1ccccc1OCC(=O)NNC(=O)CCCC(=O)NNC(=O)COc1ccccc1OC	nt	?	5%	90%[activator]	-2	-1%
15	O=C(Nc1cccc2ccccc12)c1ccc(OC(=S)N2CCOCC2)cc1	103*	146%[activator]	-14%	56%[activator]	55*	-10%
16	O=C(O)C1CCCN1 (stereo unspecified)	32	nt	nt	nt	-4	-13%
17	CCCCCC(=O)N1CCN(c2ccc(C(C)=O)cc2F)CC1	-3	8%	-26%	7.4µM*	6	1%
18	COC(=O)c1cccc(COC(=O)c2ccc(CS(=O)(=O)c3ccc(C)cc3)cc2)c1	-12	-27%	-2%	12%	-3	7%
19	CCCCCCCCCOC(=O)C[n+]1csc(CCO)c1C	-11	-7%	-14%	?	-3	1%
20	COc1cc(/C=N/NC(=O)c2ccc(NC(=O)C3CC3)cc2)ccc1OC(C)=O	-3	-10%	-6%	?	-2	-1%
21	CCOc1ccc(NC(=O)CN(C)C(=O)CCCc2nc3ccccc3c(=O)[nH]2)cc1OCC	nt	-12%	0%	20%	nt	nt
22	CN1CCN(S(=O)(=O)c2ccc(Cl)c3ccccc23)CC1	4	10%	8%	-27%	-11	nt
23	Cc1ccc(Cn2ccc(NC(=O)c3nn(C)cc3[N+](=O)[O-])n2)cc1	9	10%	-2%	5%	10	2%
24	O=C(CCSc1nc(-c2ccco2)cc(C(F)(F)F)n1)N1CCN(c2ccccn2)CC1	4	4%	?	4%	-2	-4%
25	COc1ccc(-c2ccc(CCC(=O)O)n2NC(=O)c2ccc(O)cc2)cc1	-12	38%[activator]	-29%	-8%	7	9%
26	COC(=O)c1ccc(CN2CCCC(C(=O)c3cc(F)ccc3OC)C2)cc1 (stereo unspecified)	-8	8%	5%	?	-1	0%
27	CCCC[C@H]1CCCO[C@@](C(=O)NCc2ccccn2)(C(F)(F)F)C1	18	nt	nt	nt	26	-3%
28	CCCC(=O)N(Cc1cc(=O)[nH]c2ccccc12)c1ccc(C)cc1	-4	?	-17%	?	-3	0%
29	Cc1ccccc1NC(=O)c1ccccc1NC(=O)c1ccco1	-7	5%	7%	nt	1	0%
30	CCCCCC(=O)NNC(=O)c1ccc(-c2ccccc2)cc1	6	-7%	-2%	-5%	7	-12%

# Arranged by molecular weight (descending): some entries from above.
item	SMILES	Shiga inhibitor	Pf growth 48h	Sm TGR block	Pf growth 96h	CHX counter	Giardia FBPA inh
10	CCN1C(=O)[C@H]2[C@@H](c3ccc(-c4ccc(F)cc4)c(OC)c3)N[C@@](CC(C)C)(C(=O)OC)[C@H]2C1=O	nt	2.3µM*	40µM*	2.6µM*	nt	nt
9	O=C(CSc1nnc(NC(=O)c2c(F)cccc2F)s1)NCC1CCCO1 (stereo unspecified)	nt	10%	-1%	1%	nt	nt
27	CCCC[C@H]1CCCO[C@@](C(=O)NCc2ccccn2)(C(F)(F)F)C1	18	nt	nt	nt	26	-3%
23	Cc1ccc(Cn2ccc(NC(=O)c3nn(C)cc3[N+](=O)[O-])n2)cc1	9	10%	-2%	5%	10	2%

# Following part.
item	SMILES	Shiga inhibitor	Pf growth 48h	Sm TGR block	Pf growth 96h	CHX counter	Giardia FBPA inh
31	O=c1[nH]c2ccc([N+](=O)[O-])cc2nc1/C=C(\O)c1ccccc1	-3	32%[activator]	-1%	89%[activator]	-2	0%
32	COc1ccc(-c2nc(NC(=O)c3[nH]c(C)c(C(C)=O)c3C)sc2C)cc1	68*	-27%	0%	?	8	-14%
33	COc1ccc(CNC(=O)c2ccc3c(=O)n(CCCN4CCCC4=O)c(=S)[nH]c3c2)cc1	14	?	4%	4.1µM*	-1	-4%
34	O=C(O)CCc1nc2cc(Cl)ccc2n(Cc2ccccc2)c1=O	-19	-14%	-17%	-13%	-2	8%
35	Cc1cccc(NC(=O)NCc2cccnc2)c1C	-15	23%	6%	5%	-2	nt
36	COC(=O)C(Cc1ccccc1)NC(=O)CNC(=O)c1ccc(Br)o1 (stereo unspecified)	nt	-25%	-12%	?	nt	nt
37	CCOc1ccc(-c2nc(-c3ccc(OC)c(OC)c3)no2)cc1OCC	-7	?	12%	9%	-3	5%
38	C=CC[N+]1(CC#Cc2ccccc2)CCCC1	26	?	nt	20%	-4	7%
39	CC(C)CN1CCNC(=O)C1CC(=O)NCCc1cnn(-c2ccccc2)c1 (stereo unspecified)	-2	31%	?	?	-3	-3%
40	O=C(NCC(=O)N(c1ccc2c(c1)OCO2)C(C(=O)NC1CCCC1)c1ccncc1)c1ccco1 (stereo unspecified)	-9	17%	?	-13%	-2	?
41	CCN(CC)c1ccc(C(=O)NNC(=O)CNC(=O)c2cccs2)cc1	nt	-8%	-2%	-13%	nt	nt
42	CC1CCCCN1C/C=C/c1ccccc1[N+](=O)[O-] (stereo unspecified)	-10	-6%	9%	77%[activator]	-4	-4%
43	CCc1nc2ccccc2c(C(=O)O)c1C	7	6%	-10%	nt	-1	-13%
44	COc1ccc(NC(=S)N2CCC(c3nc4ccccc4[nH]3)CC2)c(OC)c1	16	-22%	-3%	-16%	5	?
45	COCCCN(C(=O)c1ccccc1)c1nc(-c2ccc(OC)cc2)cs1	-3	?	-5%	?	1	-5%
46	CS(=O)(=O)N1CCC(C(=O)Nc2ccc(C(F)(F)F)cc2)CC1	33	8%	0%	-4%	6	6%
47	COCc1c(C(=O)N/N=C\c2cccs2)nnn1-c1nonc1N	-4	18%	-1%	?	-1	-9%
48	O=C(CN(c1cc(Cl)ccc1Cl)S(=O)(=O)c1ccccc1)N1CCOCC1	-32	-20%	2%	-13%	-3	nt
49	Cc1nc2ccc(NC(=O)N3CCC(c4ccccc4)C3)cc2nc1C (stereo unspecified)	2	?	-12%	?	-1	-22%
50	COc1ccc(CN(C)CC(O)COc2ccc(C(=O)c3ccccc3)cc2)c(OC)c1OC (stereo unspecified)	-3	?	6%	?	-3	1%
51	Cc1cc(C)c(-c2csc(NC(=O)COC(=O)c3ccc4c(c3)OCO4)n2)c(C)c1	-4	-28%	-20%	-3%	0	13%
52	Clc1ccc(Nc2nc(C3CC3)cs2)cc1	102*	nt	-10%	39%[activator]	56*	-9%
53	C/C(Cl)=C\Cn1c(N2CCCC2)nc2c1c(=O)[nH]c(=O)n2C	-5	-23%	10%	-20%	-5	0%
54	Cc1ccc(NC(=O)C/C(N)=N/OC(=O)Nc2cccc(Cl)c2)cc1	nt	4%	-2%	20%	nt	nt
55	CCO[C@@H]1OC(C(=O)Nc2ccccc2)=C[C@H](c2csc3ccccc23)[C@H]1CCCO	20	7.4µM*	7%	?	-2	-4%
56	COc1ccc(C(=O)c2nc3c(n2O)CCCCC3)cc1	25	nt	1%	-29%	48*	?
57	COCCn1c(C)cc(C(=O)COC(=O)c2ccc3ncsc3c2)c1C	110*	108%[activator]	-14%	?	24*	7%
58	O=C(CN1CCS(=O)(=O)CC1)NNC(=O)C1CCCCC1	4	i	-2%	17%	2	1%
59	N#Cc1ccc(S(=O)(=O)N2CCC(N3CCCCC3)CC2)cc1	-5	3%	-5%	3%	-3	-4%
60	Cc1nc([N+](=O)[O-])c(Br)n1CC(=O)c1ccc(F)cc1	-32	?	3.2µM*	?	-3	3%

# 5 entries picked at random from the list so far, as already listed:
item	SMILES	Shiga inhibitor	Pf growth 48h	Sm TGR block	Pf growth 96h	CHX counter	Giardia FBPA inh
35	Cc1cccc(NC(=O)NCc2cccnc2)c1C	-15	23%	6%	5%	-2	nt
42	CC1CCCCN1C/C=C/c1ccccc1[N+](=O)[O-] (stereo unspecified)	-10	-6%	9%	77%[activator]	-4	-4%
47	COCc1c(C(=O)N/N=C\c2cccs2)nnn1-c1nonc1N	-4	18%	-1%	?	-1	-9%
34	O=C(O)CCc1nc2cc(Cl)ccc2n(Cc2ccccc2)c1=O	-19	-14%	-17%	-13%	-2	8%
39	CC(C)CN1CCNC(=O)C1CC(=O)NCCc1cnn(-c2ccccc2)c1 (stereo unspecified)	-2	31%	?	?	-3	-3%

# Remaining list, next part:
item	SMILES	Shiga inhibitor	Pf growth 48h	Sm TGR block	Pf growth 96h	CHX counter	Giardia FBPA inh
61	Cc1ccccc1Nc1nnc(SCC(=O)NC(=O)NCc2ccco2)s1	13	-21%	0%	?	2	1%
62	O=C(CSc1nc2ccccc2o1)Nc1nc(-c2ccccc2)cs1	111*	231%[activator]	-24%	328%[activator]	72*	-5%
63	S=C(NCCc1ccccc1)Nc1ccc(Cl)cc1Cl	61*	-5%	1%	41%[activator]	34*	5%
64	CCC(=O)c1cn(CC(=O)Nc2cccc(OC)c2)c2ccccc12	nt	-2%	3%	0%	-3	-6%
65	Cc1nonc1CC(=O)N1CCCC(C(=O)c2cccc(C(F)(F)F)c2)C1 (stereo unspecified)	-4	39%[activator]	-2%	?	-2	0%
66	CCOC(=O)C1CCN(C(=O)c2ccc(Cl)c(NC3=NC4CS(=O)(=O)CC4S3)c2)CC1 (stereo unspecified)	-16	4%	0%	59%[activator]	-4	6%
67	COc1ccc(CNC(=O)[C@H](Cc2ccccc2)NC(=O)C2CCNCC2)cc1	-1	17%	32µM*	4%	-2	-2%
68	COc1ccccc1N1CCN(C2CCN(S(=O)(=O)c3ccc(C)cc3)CC2)CC1	12	?	-2%	4.1µM*	-1	4%
69	COc1ccc(CNC(=O)CSCc2cnn(-c3ccccc3)c2-n2cccc2)cc1	-15	nt	-25%	?	-3	6%
70	COc1ccc(Cc2noc(CN3CCNC(=O)CC3)n2)cc1OC	-4	66%[activator]	-6%	-6%	-4	1%
